# NPYLR7 ag: agonists of mosquito NPYLR7 receptor, primary screen, cell-based, Aedes aegypti, calcium fluorescence, mosquito biting behavior. HEK293T NPYLR7/Galpha15, GCaMP6s calcium fluorescence. activation, % at 10 µM. 270,000 tested, 0.15% active; in the data active = activation above about 40%;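 note: 0% = vehicle and 100% = reference agonist at the receptor; some compounds past the cut are filed as inactive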
# mcGAS inh: cyclic GMP-AMP synthase inhibitors, mouse, primary biochemical chemiluminescence. AID 1259399, 2018. inhibition, % at 12.5 µM. recombinant cGAS, Kinase-Glo ATP depletion luminescence. Q8C6L5. 160,000 tested, 0.15% active;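 note: 0% = negative control wells and 100% = reference inhibitor with no enzyme activity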
# hcGAS inh: Primary biochemical luminescence assay for human cyclic GMP-AMP synthase inhibitors. Q8N884. recombinant h-cGAS, ATP depletion, Kinase-Glo luminescence. inhibition, % at 12.5 µM. 290,000 tested, 0.081% active;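 note: 0% = vehicle reaction and 100% = reaction without DNA for no activity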
# Target sequence (Q8N884 whole entry, looked up): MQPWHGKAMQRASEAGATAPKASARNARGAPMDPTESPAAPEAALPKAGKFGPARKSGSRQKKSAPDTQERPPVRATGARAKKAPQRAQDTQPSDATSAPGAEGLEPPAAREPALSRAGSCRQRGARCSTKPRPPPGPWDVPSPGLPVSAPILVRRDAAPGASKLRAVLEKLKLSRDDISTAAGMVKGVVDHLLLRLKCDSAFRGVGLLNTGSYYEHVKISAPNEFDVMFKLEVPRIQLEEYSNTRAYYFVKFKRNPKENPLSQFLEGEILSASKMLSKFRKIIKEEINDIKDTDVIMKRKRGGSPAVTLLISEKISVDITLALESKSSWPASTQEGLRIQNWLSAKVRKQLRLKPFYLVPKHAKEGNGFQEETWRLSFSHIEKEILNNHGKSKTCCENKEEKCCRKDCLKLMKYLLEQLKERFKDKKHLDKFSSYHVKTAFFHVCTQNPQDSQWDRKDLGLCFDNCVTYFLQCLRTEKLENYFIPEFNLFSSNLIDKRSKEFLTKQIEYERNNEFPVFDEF
# Active calls of the source: *; · = no result given. Cut-off read from the data, not from the text of the source, unless noted: active = inhibition above about 40%; inactive = the rest.
# Values in the order – NPYLR7 ag	mcGAS inh	hcGAS inh
Cc1cccc(OCCCn2c(=O)oc3ccccc32)c1
    8	-4	0
CCN1CCN(C(=O)CCN(c2nc(-c3cccs3)nc3ccccc23)C2CCCCC2)CC1
    4	-4	-2
c1ccc(-c2ccc(CNc3ncn[nH]3)o2)cc1
    -6	4	4
O=C(CCc1c[nH]c2ccccc12)NCCc1n[nH]c2c1CCCC2
    4	·	-5
CN(CC(=O)NCC1(N2CCSCC2)CCCC1)C(=O)OC(C)(C)C
    2	·	-8
O=C(NCCNc1cccc(C(F)(F)F)n1)c1ccc(O)cc1
    1	·	-6
COc1cccc(CN(CC2CC(c3ccccc3Cl)=NO2)C(=O)c2cccc(F)c2)c1 (centres undefined)
    3	-3	1
COc1cccc(C(=O)NC(C(=O)N2CCOCC2)C2CCN(C(=O)c3ccc(F)cc3)CC2)c1 (centres undefined)
    2	-3	-2
Cc1ccc(C(=O)N2CC(C(=O)NC3CC3)C(c3cccc(C(F)(F)F)c3)C2)cc1 (centres undefined)
    24	·	-5
Cc1nc(Nc2ccc(NC(=O)c3ccccc3C(F)(F)F)cc2)cc(-n2cccn2)n1
    -6	-6	-2
COc1ccc(NC(=O)N(Cc2ccccc2)Cc2ccc(OS(C)(=O)=O)cc2)c(OC)c1
    9	-4	-6
COc1ccccc1NC(=O)CC(C)NC(C)c1ccco1 (centres undefined)
    0	·	-15
O=C(CCCOc1ccccc1Br)NC1CS(=O)(=O)c2ccccc21 (centres undefined)
    -1	·	-4
CC1(Cc2cccc(F)c2)C(=O)Nc2ccc(S(=O)(=O)NC3CCCCC3)cc21 (centres undefined)
    0	·	-3
CCOc1ccc(-c2ccc(C)c(NS(=O)(=O)c3ccc(NC(=O)CC)cc3)c2)nn1
    1	·	-6
Cc1cc(C)n(-c2ccc(C(=O)NCCCc3ccccc3)cc2)n1
    -10	0	-2
COc1cccc(-c2nc(OC)nn2-c2cccc(NC(=O)c3cccs3)c2)c1
    28	-3	-8
CC(C)(C)c1oc(C(N)=O)cc1CN1C[C@H]2C[C@H](O)[C@@H](O)C[C@H]2C1
    7	·	-2
CC(=O)N1CCc2c(nc(C)nc2N2CCC(O)(Cn3ccnc3)CC2)C1
    ·	-14	-5
CCN1C(=O)C2(NNc3ccccc3O2)c2ccccc21 (centres undefined)
    6	·	1

# Complete entries as entered above. Order of screens: NPYLR7 ag	mcGAS inh	hcGAS inh
# Results for CC(C)(C)c1oc(C(N)=O)cc1CN1C[C@H]2C[C@H](O)[C@@H](O)C[C@H]2C1 : 7	·	-2
# Results for Cc1cc(C)n(-c2ccc(C(=O)NCCCc3ccccc3)cc2)n1 : -10	0	-2
# Results for COc1ccc(NC(=O)N(Cc2ccccc2)Cc2ccc(OS(C)(=O)=O)cc2)c(OC)c1 : 9	-4	-6
# Results for COc1ccccc1NC(=O)CC(C)NC(C)c1ccco1 (centres undefined) : 0	·	-15

# 6 compounds already listed, sorted by heavy-atom count, lowest first:
# Values in the order – NPYLR7 ag	mcGAS inh	hcGAS inh
COc1ccccc1NC(=O)CC(C)NC(C)c1ccco1 (centres undefined)
    0	·	-15
CC(C)(C)c1oc(C(N)=O)cc1CN1C[C@H]2C[C@H](O)[C@@H](O)C[C@H]2C1
    7	·	-2
O=C(CCCOc1ccccc1Br)NC1CS(=O)(=O)c2ccccc21 (centres undefined)
    -1	·	-4
CC(=O)N1CCc2c(nc(C)nc2N2CCC(O)(Cn3ccnc3)CC2)C1
    ·	-14	-5
CCOc1ccc(-c2ccc(C)c(NS(=O)(=O)c3ccc(NC(=O)CC)cc3)c2)nn1
    1	·	-6
COc1ccc(NC(=O)N(Cc2ccccc2)Cc2ccc(OS(C)(=O)=O)cc2)c(OC)c1
    9	-4	-6

# The list continues.
# Values in the order – NPYLR7 ag	mcGAS inh	hcGAS inh
CC1(C)C=CC(=O)[C@@]2(C)C1CC(=O)[C@]1(C)C2CC[C@@]2(C)[C@H](c3ccoc3)OC(=O)C3OC321 (some centres undefined)
    ·	-5	-4
CCc1ccc(CNC(=O)NC2CCOc3ccccc32)s1 (centres undefined)
    0	-1	9
Cc1cc(C(=O)CSc2ncnc3sccc23)c(C)n1-c1ncn[nH]1
    -1	-6	-8
CNCCCC(=O)O
    -4	·	-5
COc1ccc(F)c(CN2CCCC3(CCN(C(=O)CCCn4cncn4)C3)C2)c1 (centres undefined)
    23	·	-6
CCc1nc(SCC(=O)N2CCc3c(nc(C)nc3N(C)C)C2)n[nH]1
    0	-11	-6
Cc1nc2sc(C)c(C)n2c(=O)c1NC(=O)c1ccccc1C(F)(F)F
    19	·	-8
CCCCN(C(=O)Nc1ccc(OC)cc1)C(CC)c1nc2ccccc2c(=O)n1-c1ccccc1OC (centres undefined)
    10	-5	-6
CC(=NC(C)C)C1C(=O)CCC1=O
    6	-5	-2
COc1ccc(NC(=O)NC(C)c2cc(C)sc2C)cc1 (centres undefined)
    7	·	-15
COC(=O)c1ccc(OCC(O)CN2C(=O)c3ccccc3C2=O)cc1 (centres undefined)
    7	-6	-4
Cc1cc(C)n(C(=O)c2sccc2S(=O)(=O)N(C)c2ccc(F)cc2)n1
    -1	-8	-5
O=S(=O)(NC1CCCc2ccccc21)N1CCOCC1 (centres undefined)
    0	·	-12
COc1ccc(C(=O)N(C)Cc2ccsc2)c(O)c1
    1	-3	23
O=C1OC(C(=O)n2ccccc2=NC2CCCCC2)Cc2ccccc21 (centres undefined)
    4	·	-2
COC(=O)c1c(C)[nH]c(C(=O)NCC2CCCN(C(C)C)C2)c1C (centres undefined)
    3	-4	3
Cc1occc1C(=O)NC1CCCc2nc(N3CCC(CO)CC3)ncc21 (centres undefined)
    1	·	2
CCOc1ccc(NC(=O)/C=C/c2ccc([N+](=O)[O-])cc2)c([N+](=O)[O-])c1
    -5	4	9
O=C(NCCC(=O)N1CCCC1)c1ccccc1Cl
    2	·	-9
Cc1ccc(C)c(-n2nc(-c3ccccc3Cl)cc2C(=O)Nc2ccc(C)c(C)c2)c1
    ·	-6	-10
CC(C)(C)CN1CCCC2(CCN(C(=O)CSc3ccccc3)C2)C1=O (centres undefined)
    4	·	-7
CNc1nc2cnc(Nc3cccc(NC(C)=O)c3)cc2n1CC1CC1
    9	-7	-3
Cc1ccc(Cc2nsc(N3CCC(CNC(=O)Nc4cccc(C#N)c4)CC3)n2)cc1
    21	-6	-2
CCCCN(CC(=O)N(CCc1ccc(OC)c(OC)c1)Cc1cccs1)C(=O)Nc1ccc(F)cc1F
    -15	0	1
C1CCN=C(NCC2CCCO2)CC1 (centres undefined)
    15	·	-10
O=C(CSc1nnc(-c2ccc(F)cc2)o1)N1CCc2ccccc21
    25	·	-2
COc1ccc(C(=O)N2CCc3[nH]nc(C(=O)N4CC(C)OC(C)C4)c3C2)c(OC)c1 (centres undefined)
    ·	-2	2
CCC1SC(c2cccc(F)c2)N(CCN2CCN(C(=O)Nc3ccccc3OC)CC2)C1=O (centres undefined)
    8	-6	-9
O=S(=O)(c1cccc(Cl)c1)N1CCN(c2nccc(-c3cccc(C(F)(F)F)c3)n2)CC1
    13	-6	-1
Cc1ccccc1C(=O)N1CCC(NS(=O)(=O)c2ccccc2)CC1
    0	·	-6
COc1ccc(C(=O)N2CCCC2(C)C(=O)O)c(OC)c1 (centres undefined)
    1	·	-6
Cc1cccc(N=Nc2c(O)[nH]c3ccc([N+](=O)[O-])cc23)c1C
    0	-3	-3
CCOC(=O)c1cnc(SC)nc1-c1c(OC)cccc1OC
    4	-17	-4
COCCCN1C(=O)N(Cc2ccccn2)C(=O)C12CCN(Cc1cn(C)c3ccccc13)CC2
    19	-7	-19
Cc1nc(CN2C[C@@H](C)[C@@](C)(O)C2)sc1C
    ·	-5	-4
COc1ncc(-c2cccc(C(C)N3CCCC3)c2)c(OC)n1 (centres undefined)
    13	·	-6
COc1ccc(-c2cc(N)ccc2OC(F)F)cc1
    7	-14	-2
c1csc(-c2nnc(CON=C3c4ccccc4-c4ccccc43)o2)c1
    3	·	1
CCOc1ccccc1-c1cc(C(=O)OC)n(C)c1
    7	-11	-5
O=C1CSC(c2ccccc2Cl)N1CC(O)c1ccccc1 (centres undefined)
    -2	-3	-1
O=C(c1ccccc1)N1CCN(S(=O)(=O)c2c[nH]c3ncccc23)CC1
    -1	·	7
COc1ccc(Oc2ccc(C(=O)NCCN3CCNC3=O)cc2)cc1
    1	-13	-13
CCOc1ccc(C2c3cccn3CCCN2Cc2ccccc2OC)cc1 (centres undefined)
    20	-5	-6
C=C(C)COc1cccc(C(=O)N(C)CC2(CO)CCOCC2)c1
    ·	-11	-10
CCN(CC)c1ccc(/C=C(\C#N)c2[nH]nc(N)c2C#N)c(OC)c1
    8	·	-7
CC1CCCCN1CCN(C)S(=O)(=O)NCc1ccccc1 (centres undefined)
    ·	-11	-3
O=C(NCCNc1nc(-c2cccc(Br)c2)nc2ccccc12)c1ccc(F)cc1
    1	-5	0
COC1CCN(C(=O)NC(C)c2cc(C)ccc2C)CC1 (centres undefined)
    6	·	-3
CO[C@@H]1CC[C@H]2C[C@@H]1[C@@H](Oc1ccccn1)CN2S(C)(=O)=O
    25	-9	-2
C=CCN(c1ccc(C(=O)NCCSC(C)(C)C)cc1)S(C)(=O)=O
    3	·	-2

# New compounds follow.
# Values in the order – NPYLR7 ag	mcGAS inh	hcGAS inh
C=CCn1c(C)cn2c3c(=O)n(CCCc4ccccc4)c(=O)n(C)c3nc12
    8	-9	0
Cc1ccc(C(CC(=O)NCc2ccc(F)cc2)c2c[nH]c3ccccc23)cc1 (centres undefined)
    18	-5	-8
Cc1ccc(S(=O)(=O)Oc2ccccn2)c(C)c1C
    12	·	-3
Cc1cccc(COn2cccc(C(=O)Nc3ccccc3F)c2=O)c1
    13	-7	-6
Cc1ccc(OCC2CN(C(=O)c3ccc(OC(C)C)cc3)CCO2)cc1 (centres undefined)
    ·	-7	-12
CC(Oc1ccc(-n2cnc(-c3ccccc3)c2)cc1)C(N)=O (centres undefined)
    8	-4	-4
O=Cc1c(Cl)ncn1-c1ccc(F)cc1
    2	·	-8
Cc1cc(Oc2ncccn2)ccc1NC(=O)NC1CC2CCC1(C)C2(C)C (centres undefined)
    0	-13	-5
Cc1ccc(Cc2nsc(Nc3ccc(C)cc3)n2)cc1
    29	-6	-11
CCCNC(=O)Cn1nc2c(c1NC(=O)CSc1ccncc1)CSC2
    -6	-5	-5
CCCc1cc(CN(C)C(=O)c2ccc(=O)n(C)c2)[nH]n1
    8	-11	-6

# Looked up above.
# `C=CCn1c(C)cn2c3c(=O)n(CCCc4ccccc4)c(=O)n(C)c3nc12` in mcGAS inh = -9
# `CCCc1cc(CN(C)C(=O)c2ccc(=O)n(C)c2)[nH]n1` in NPYLR7 ag = 8

# Given with each value named: entries from further up
> Cc1cccc(OCCCn2c(=O)oc3ccccc32)c1
  NPYLR7 ag: 8
  mcGAS inh: -4
  hcGAS inh: 0

> CCN1CCN(C(=O)CCN(c2nc(-c3cccs3)nc3ccccc23)C2CCCCC2)CC1
  NPYLR7 ag: 4
  mcGAS inh: -4
  hcGAS inh: -2

# Compound activity (PubChem BioAssay)
